# Granule exo inh – blocks lytic granule exocytosis; TALL-104 LAMP-1 surface exposure, flow cytometry; cells stimulated with thapsigargin and PMA; inhibition, % at 10 µM; hit rate 0.66% among 360,000; AID 651702;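 active means inhibition above about 55%, limit read from the data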
# aDG glyco up – increases alpha dystroglycan glycosylation | Pro5-aDG cells, alpha-DG glycosylation AlphaScreen (IIH6); 0% Pro5, 100% B10-LARGE cell signal | activation, % at 10 µM | hit rate 0.22% among 360,000 | AID 624168;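 active means activation of at least 8% versus controls, or a plate z-score of at least 8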;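 further: Pro5 are CHO cells carrying HIG-tagged alpha-DG that lacks glycosylation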
# ABCB6 inh 2 – blocks the human ABCB6 transporter | fluorescence ratio to DMSO, % at 10 µM | hit rate 0.19% among 360,000 | K562-ABCB6 porphyrin accumulation, flow cytometry, 1 h; hits give low values;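 active means fluorescence ratio to DMSO below 75%, the collection mean minus 3 SD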;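 further: signal is porphyrin accumulated inside mitochondria; 100% equals median channel fluorescence of DMSO control wells; lower ratio means ABCB6 inhibition with less porphyrin fluorescence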
# TLR9-MyD88 inh – inhibitors of human TLR9-MyD88 binding | CHO BLA complementation TLR9-MyD88, CCF4 FRET ratio | inhibition, % at 4.98 µM | hit rate 0.21% among 340,000;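 active means inhibition above the mean over all tested compounds plus 3 SD, cut at about 21% in these data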;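 further: 0% = DMSO only wells and 100% = clavulanate BLA inhibitor control wells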
# Vif imaging – HIV Vif inhibition; HEK293T cells, Vif self-association by quenched fluorescence, imaging, 24 h; inhibition, % at 7.49 µM; hit rate 0.35% among 340,000; in the data active means inhibition above about 50%, passing the limit was not always enough; further: some results filed as inactive read as strong as hits
# NOD2-RIPK2 inh – NOD2-RIPK2 protein interaction inhibition; O43353; CHO BLA complementation NOD2-RIPK2, CCF4 ratio; inhibition, % at 4.98 µM; hit rate 0.38% among 360,000; in the data active means inhibition above about 21%;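 further: 0% = vehicle only and 100% = reference blocker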
# Glyco luc inh – N-linked glycosylation inhibition; D54 ERlucT glycosylation luciferase reporter, 24 h; percent of 100 nM tunicamycin response; reporter increase, % at 12.5 µM; hit rate 0.23% among 360,000;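 active means mean luciferase reporter signal, scaled so untreated is 0 and the glycosylation-blocking control 100, at or above a set limit in every replicate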;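 further: luciferase carries N-glycosylation sites so blocking glycosylation raises the light; 0% = median of neutral control wells and 100% = median of 100 nM tunicamycin wells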
# MC4R antagonist – antagonists of human melanocortin 4 receptor (MC4R); MC4R-expressing cells, MTII-stimulated cAMP, LANCE TR-FRET; inhibition, % at 6.5 µM; hit rate 0.48% among 360,000;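 active means inhibition above its plate's cutoff, the mean of tested wells on that plate plus 3 SD, cut at about 29% in these data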;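 further: 0% = Melanotan II alone and 100% = Melanotan II plus saturating MCL0020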
#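 system = U2OS cells with stable human MC4R expression | also added = Melanotan II challenge after compound preincubation | dosing = one concentration, 6.5 µM nominal | incubation = compound 30 min, challenge 1 h, detection 1 h | measured by = TR-FRET with Eu-cAMP and labeled anti-cAMP, 671 nm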
# MC4R ag barr – activates human MC4R beta-arrestin recruitment; activation, % at 8.9 µM; P32245; U2OS MC4R beta-arrestin complementation, luminescence; percent of melanotan II response, DMSO zero; hit rate 0.98% among 360,000;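 active means activation above a per-plate cutoff, the mean activation of sample wells on that plate plus 3 SD, cut at about 8% in these data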
# ABHD5-PLIN5 inh – ABHD5-PLIN5 protein interaction inhibition; inhibition, % at 4 µM; AID 602281; Split G. princeps luciferase complementation, luminescence, 4 h; Q00G26+Q8WTS1; hit rate 0.78% among 360,000;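 active means inhibition above the mean inhibition across every tested compound plus 3 SD, cut at about 22% in these data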;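 further: 0% = DMSO only wells and the 100% control is not disclosed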
# Target sequence (Q00G26 whole entry, looked up): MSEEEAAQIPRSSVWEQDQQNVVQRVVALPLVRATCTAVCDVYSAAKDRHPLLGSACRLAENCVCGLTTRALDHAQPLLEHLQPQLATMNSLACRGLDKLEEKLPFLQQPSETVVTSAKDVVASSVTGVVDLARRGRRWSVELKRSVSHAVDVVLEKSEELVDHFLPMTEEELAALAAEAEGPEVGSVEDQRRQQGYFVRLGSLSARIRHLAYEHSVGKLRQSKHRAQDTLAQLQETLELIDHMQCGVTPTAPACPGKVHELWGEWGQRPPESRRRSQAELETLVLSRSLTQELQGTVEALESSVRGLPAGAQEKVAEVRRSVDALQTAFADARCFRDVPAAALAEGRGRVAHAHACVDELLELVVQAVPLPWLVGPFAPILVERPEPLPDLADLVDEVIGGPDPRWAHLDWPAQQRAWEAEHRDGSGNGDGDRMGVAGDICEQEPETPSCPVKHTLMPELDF
# Target sequence (Q8WTS1 whole entry, looked up): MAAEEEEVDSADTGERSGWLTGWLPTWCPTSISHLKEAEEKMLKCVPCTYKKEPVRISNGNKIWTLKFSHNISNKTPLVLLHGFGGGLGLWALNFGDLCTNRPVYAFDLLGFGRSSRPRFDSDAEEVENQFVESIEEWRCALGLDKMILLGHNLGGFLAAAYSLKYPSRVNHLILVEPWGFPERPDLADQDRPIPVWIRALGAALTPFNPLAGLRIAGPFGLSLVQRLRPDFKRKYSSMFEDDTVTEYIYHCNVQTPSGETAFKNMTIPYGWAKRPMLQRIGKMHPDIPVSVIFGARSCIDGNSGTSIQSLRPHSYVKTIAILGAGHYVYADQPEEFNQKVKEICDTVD
# The depositor's hits bear a star; / = no result given. Only part of the results is shown, so the mix of outcomes need not match the whole.
# Start of the data: the first two entries (preview)
MC4R antagonist	aDG glyco up	Glyco luc inh	ABCB6 inh 2	TLR9-MyD88 inh	ABHD5-PLIN5 inh	NOD2-RIPK2 inh	Vif imaging	Granule exo inh	MC4R ag barr	molecule
4	0.0	1	125	1	-2	-16	-12	18	-3.4	Clc1cccc(Cl)c1C[n+]1ccc2ccccc2c1
2	0.0	-1	100	8	-7	-7	-16	6	-4.3	CCCN(CC(=O)Nc1ccccc1C)C(=O)c1ccc(N2CCCC(C)C2)c([N+](=O)[O-])c1 (stereo unspecified)

# All compounds of this part, previewed entries included:
MC4R antagonist	aDG glyco up	Glyco luc inh	ABCB6 inh 2	TLR9-MyD88 inh	ABHD5-PLIN5 inh	NOD2-RIPK2 inh	Vif imaging	Granule exo inh	MC4R ag barr	molecule
4	0.0	1	125	1	-2	-16	-12	18	-3.4	Clc1cccc(Cl)c1C[n+]1ccc2ccccc2c1
2	0.0	-1	100	8	-7	-7	-16	6	-4.3	CCCN(CC(=O)Nc1ccccc1C)C(=O)c1ccc(N2CCCC(C)C2)c([N+](=O)[O-])c1 (stereo unspecified)
2	-0.2	3	103	-1	2	6	3	-2	-0.5	COc1ccc(C(=O)N/N=C/C2CC=CCC2)cc1OC (stereo unspecified)
-6	0.0	4	100	2	4	-3	-3	6	0.0	CCS(=O)(=O)NCc1ccc2c(c1)cc(C)n2C
0	-0.1	-1	174	-6	4	-15	7	0	1.6	O=C(c1ccc(N2CCCS2(=O)=O)cc1)N1CCN(c2ccccc2)CC1
/	0.1	/	/	/	-4	6	/	-7	/	O=C(C[C@@H]1CC[C@H](NC(=O)Nc2ccc(F)cc2)[C@@H](CO)O1)NCc1cccc(F)c1
5	5.7	1	99	-4	6	-12	/	-1	2.6	COC(=O)COc1cccc2c(=O)n(CC(=O)Nc3ccc4c(c3)OCCO4)ccc12
7	0.2	0	100	0	0	4	-5	-3	-0.7	COc1ccc(Cl)cc1C(=O)Nc1cc(=O)n(C)c(=O)n1C
1	-0.2	2	93	-9	8	6	-2	4	0.5	CCCn1c(=O)c(C(=O)Nc2ccccc2C)c(O)c2ccccc21
7	0.0	1	97	3	4	0	-12	-2	1.2	O=C(C1CCC(CNS(=O)(=O)c2ccccc2)CC1)N1CCCCC1 (stereo unspecified)
8	0.2	-1	83	1	-2	-8	3	-1	3.5	CC1Oc2ccccc2N(Cc2ccccc2Cl)C1=O (stereo unspecified)
-4	0.1	/	91	-11	-1	-1	/	6	-2.3	COC(=O)c1cc(NC(=O)c2c(-c3ccccc3)noc2C)ccc1N1CCOCC1
21	1.7	-3	96	7	-5	-5	-9	-1	5.8	O=[N+]([O-])c1ccc(Oc2ccc(S(=O)(=O)Nc3ccccc3)cc2)cc1
16	0.1	3	102	-7	-2	-4	-4	2	-1.8	COc1ccccc1N1CCN(CC(=O)c2ccc(F)cc2)CC1
3	0.5	-2	98	-13	5	3	-3	-1	0.2	Cc1[nH]nc(-c2ccc(O)c(C)c2O)c1Oc1ccccc1
-1	0.1	4	99	-1	-4	-2	-4	4	-0.1	COc1ccc(C2Nc3ccccc3NC3=C2C(=O)CC(C)(C)C3)cc1OC (stereo unspecified)
7	0.3	-5	93	-6	6	2	-3	1	-2.4	COc1cccc(N2CCN(CC(=O)Nc3ccc(S(=O)(=O)N4CCCCCC4)cc3)CC2)c1
-3	0.2	2	95	0	5	2	4	-4	-1.9	Cc1ccc(OCCC(=O)OCC(=O)Nc2ccc(F)cc2)cc1
16	0.8	-1	106	-6	2	-11	-1	-9	-0.6	O=C(Nc1ccc(Cl)cc1C(F)(F)F)C(Sc1cccc[n+]1[O-])c1ccccc1 (stereo unspecified)
1	0.1	1	98	0	-3	-3	-6	1	-1.6	Cc1ccc(-c2nc(CSCC(=O)N3CCCC3)c(C)o2)cc1

# Single entries from the entries so far.
# COc1ccc(C2Nc3ccccc3NC3=C2C(=O)CC(C)(C)C3)cc1OC (stereo unspecified) in aDG glyco up is entered as 0.1
# COc1cccc(N2CCN(CC(=O)Nc3ccc(S(=O)(=O)N4CCCCCC4)cc3)CC2)c1 in Granule exo inh is entered as 1

# (list continues)
MC4R antagonist	aDG glyco up	Glyco luc inh	ABCB6 inh 2	TLR9-MyD88 inh	ABHD5-PLIN5 inh	NOD2-RIPK2 inh	Vif imaging	Granule exo inh	MC4R ag barr	molecule
1	0.2	-5	96	5	1	-4	-5	0	-2.5	O=C(NCc1ccccc1)Nc1cccn(Cc2ccccc2F)c1=O
1	0.2	2	97	/	3	-3	-4	6	4.5	CC(O)(c1ccccc1)c1nc(-c2cccc(C#N)c2)cs1 (stereo unspecified)
0	0.3	-18	96	-8	3	-2	5	-2	-1.8	CC(=O)c1ccc(N=Nc2ccc(C)cc2)cc1
-1	-0.4	1	94	-11	17	7	-1	2	-1.5	CCOC(=O)c1ccc(NC(=S)NCCCn2ccnc2)cc1
11	0.1	1	113	-3	22*	6	/	-2	-2.9	COc1cc(NC(=O)c2ccc3c(=O)n(Cc4ccco4)c(=S)[nH]c3c2)cc(OC)c1OC
0	0.2	0	90	4	1	-6	1	-2	0.8	CC(CNC(=O)CCCn1ncn2c(cc3occc32)c1=O)c1ccccc1 (stereo unspecified)
0	0.1	-6	100	/	-9	-11	-10	-2	3.6	CC1(Cc2ccc(F)cc2)C(=O)Nc2c(Cl)ccc(Cl)c21 (stereo unspecified)
8	2.8	0	96	1	-4	-8	4	8	-2.4	CC1CCCC(NC(=O)CNCc2ccccc2F)C1C (stereo unspecified)
11	0.1	0	95	/	4	2	-2	-2	0.7	CC(=O)NC(c1ccc(F)c(F)c1)c1nc(-c2cc3ccccc3o2)cs1 (stereo unspecified)
6	-0.2	1	100	12	-4	7	-3	-3	-0.3	O=C(O)c1ccccc1Sc1ncnc2sccc12
1	0.1	2	104	1	5	-5	/	-5	0.1	C#CCOCCOCCOCCNc1nc(N2CCN(C(=O)Cn3cc(CCO)nn3)CC2)nc(N2CCN(C(=O)[C@H](C(C)C)n3cc(CCO)nn3)CC2)n1
23	0.2	-1	94	-10	1	7	-2	3	0.3	N#Cc1cccc(C(=O)N(CCc2ccccc2)Cc2cccs2)c1
/	0.1	/	99	/	4	6	/	-4	/	O=C1NC[C@H](CCCCN2C[C@@H](Cc3ccccc3)N(Cc3ccccc3)C(=O)C2=O)N(CCC2CCCCC2)C1=O
8	0.3	-2	99	-21	0	-2	-3	20	0.5	CC(OC(=O)Cc1c(F)cccc1Cl)C(=O)NC1CCCCC1C (stereo unspecified)
3	-0.4	-1	104	-4	-6	-9	-8	-4	-0.7	O=C(COc1ccc(Cl)cc1Cl)NNC(=S)Nc1ccc(F)cc1
0	0.1	1	95	-1	6	0	8	2	-1.3	CCOC(=O)c1nc(-c2ccc(OC)c(OC)c2)no1
2	-0.1	-1	100	-12	2	4	/	-2	-0.7	Cc1ccccc1NS(=O)(=O)c1nnc(NC(=O)c2ccccc2F)s1
6	0.2	-6	94	-8	-5	-1	-3	1	-0.6	COc1ccc2[nH]c(C)c(CCNC(=S)Nc3cccc(C)c3C)c2c1
0	-0.4	1	98	2	-1	1	4	0	-1.7	CSC1=NCCN1S(=O)(=O)c1ccccc1
2	1.6	-1	98	-1	-5	-12	-2	1	0.8	CCCCOc1ccc(C(=O)Nn2c(-c3cccs3)nc3ccccc3c2=O)cc1
27	0.2	-4	92	-8	-6	3	5	5	1.2	CC(CCc1ccccc1)NS(=O)(=O)c1ccccc1Cl (stereo unspecified)
0	-0.2	2	95	-4	0	6	-14	1	5.6	Cc1ccc(C(=O)O/N=C2\CC3CCC2(C)C3(C)C)cc1 (stereo unspecified)
8	0.1	0	98	-5	3	-4	-4	4	-2.0	Brc1cc2c(cc1Br)OCCOCCOCCO2
-5	-0.2	1	93	-5	-23	-1	6	0	-2.9	Nc1nonc1NC(=O)CSc1ncccc1C(=O)O
14	-0.1	0	97	-3	1	1	8	-6	1.7	O=C(Oc1ccc(-c2csnn2)cc1)c1cccs1
4	-0.4	-1	85	-7	12	-13	-1	0	-1.0	Cc1ccc(/C=C/C(=O)O)cc1S(=O)(=O)NCCO
10	-0.2	2	94	-7	4	-24	-1	-2	-1.9	C=CCNC(=O)c1ccc(N(CC=C)S(C)(=O)=O)cc1
5	0.4	0	103	-8	-8	-3	-1	-9	-2.0	COc1ncccc1C(=O)NC1CCCc2c1cnn2-c1cc(C)cc(C)c1 (stereo unspecified)
9	-0.1	0	100	-11	2	-11	-5	0	-0.7	O=C(COC(=O)CCc1nc2ccccc2s1)Nc1ccc(Cl)cn1
1	-0.1	1	97	2	-1	1	-7	-2	-0.3	CCOC(=O)c1ccccc1NC1CC(=O)N(c2ccccc2C)C1=O (stereo unspecified)
0	0.4	2	97	-17	1	-3	0	-16	0.7	CCCCC/C=C/C1=CC(=O)C[C@H](c2ccc(OC)c(OC)c2)C1
17	0.2	0	94	-6	-5	7	-16	-1	-2.2	O=C(NC(=S)Nc1ccccc1Br)C1CCCC1
5	-0.1	1	94	2	-4	-6	3	5	-1.1	O=C(CNC(=O)c1ccc(Cl)cc1Cl)OCCCn1c(=O)[nH]c2ccccc21
-9	0.0	1	79	2	0	-4	/	-3	-0.9	O=C1NN(c2ccccc2)C(=O)/C1=C/c1ccc(-c2cccc(C(=O)O)c2)o1
7	-0.1	0	97	-18	-1	4	-3	0	-1.9	CN(CC(=O)NCCCN1CCOCC1)S(=O)(=O)c1ccc(Br)cc1
5	0.0	2	105	-11	0	-6	1	-2	-3.0	CC(=O)N1c2ccc(S(=O)(=O)NCCC(=O)Nc3ccc(C)c(F)c3)cc2CC1C (stereo unspecified)
-9	-0.2	3	98	8	33*	-5	-5	2	1.4	O=C(N/N=C/C=C/c1ccco1)c1ccccc1Cl
-2	-0.1	3	93	-10	1	-9	-6	-7	-0.4	Nc1nc(Nc2ccccc2)nc(NCCO)c1[N+](=O)[O-]
4	0.0	-4	102	-6	-4	-10	2	-1	-1.9	O=C(CNC(=O)C12CC3CC(CC(C3)C1)C2)N1CCN(S(=O)(=O)c2cccs2)CC1
9	0.3	3	104	-9	1	-1	-3	1	-2.6	CC(CNC(=O)CCS(=O)(=O)c1cc2c(cc1Cl)NC(=O)CO2)c1ccccc1 (stereo unspecified)
1	-0.1	-1	89	-1	-8	-2	-2	-2	-1.3	Cc1cc(C)cc(N(CC(=O)N2CCC(C)CC2)S(C)(=O)=O)c1
1	-0.2	-3	99	-14	4	-4	-5	7	1.0	COc1cc(OC)c2ccc(=O)oc2c1C(CCN1CCCC1)c1ccc2c(c1)OCO2 (stereo unspecified)
3	-0.1	0	95	-4	-4	-7	1	-2	-1.3	CC(C)(C)N(Cc1ccccc1)C(=O)c1ccc(Br)o1
2	-0.1	1	98	4	-1	-10	-5	6	-1.8	COc1ccc(C(=O)N2CCN(S(=O)(=O)c3ccc(F)cc3)CC2)cc1OC
10	-0.5	2	105	-11	5	6	-2	5	-1.8	CCOC(=O)C1CCN(CC(O)COCc2ccc3c(c2)OCO3)CC1 (stereo unspecified)
4	-0.1	1	93	11	1	-3	34	0	-0.7	Cc1cc2ccccc2c(=O)n1CC(=O)NCC(=O)N1CCCC1
10	0.5	-2	98	-8	-7	-20	-7	-5	2.6	O=C(Nc1ccc(S(=O)(=O)NCC2CCCO2)cc1)c1ccccc1 (stereo unspecified)
12	-0.2	0	103	1	-4	-9	-4	11	-1.1	Cc1ccccc1NC(=O)Cc1nc(COC(=O)c2cccnc2Cl)cs1
